Screening results as filed in PubChem.
SKKanGAS inh: S. pyogenes SKKanGAS growth inhibitors in kanamycin, primary screen, streptokinase expression inhibitor project, SKKanGAS strain, BacTiter-Glo luminescence; 6 h; inhibition, % at 7.5 µM; hit rate 1.3% among 300,000;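 active means mean replicate score, as percent of positive control median, at least 50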;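 further: strain carries kanamycin resistance gene driven by streptokinase promoter and grows in 40 µg/ml kanamycin; loss of luminescence reflects streptokinase promoter inhibition or plain growth inhibition; 0% = median of DMSO wells and 100% = positive control at its reference dose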
TRPC4 potent: positive allosteric modulators of TRPC4, primary screen, cell-based, mouse TRPC4beta, HEK293 mu-opioid, Fluo-4 calcium | B-score at 10 µM | AID 2227, 2009 | DAMGO EC20, Fluo-4 Ca2+ flux; active compounds read high | Short transient receptor potential channel 4 (Mus musculus), Q9QUQ5 | hit rate 0.42% among 310,000;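 active means B-score of calcium response area above 5 SD of library B-scores, with initial fluorescence ratio within 5 SD of library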;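 further: B-score of integrated fluorescence ratio over time as area under calcium response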
Target sequence (Q9QUQ5 whole entry, looked up): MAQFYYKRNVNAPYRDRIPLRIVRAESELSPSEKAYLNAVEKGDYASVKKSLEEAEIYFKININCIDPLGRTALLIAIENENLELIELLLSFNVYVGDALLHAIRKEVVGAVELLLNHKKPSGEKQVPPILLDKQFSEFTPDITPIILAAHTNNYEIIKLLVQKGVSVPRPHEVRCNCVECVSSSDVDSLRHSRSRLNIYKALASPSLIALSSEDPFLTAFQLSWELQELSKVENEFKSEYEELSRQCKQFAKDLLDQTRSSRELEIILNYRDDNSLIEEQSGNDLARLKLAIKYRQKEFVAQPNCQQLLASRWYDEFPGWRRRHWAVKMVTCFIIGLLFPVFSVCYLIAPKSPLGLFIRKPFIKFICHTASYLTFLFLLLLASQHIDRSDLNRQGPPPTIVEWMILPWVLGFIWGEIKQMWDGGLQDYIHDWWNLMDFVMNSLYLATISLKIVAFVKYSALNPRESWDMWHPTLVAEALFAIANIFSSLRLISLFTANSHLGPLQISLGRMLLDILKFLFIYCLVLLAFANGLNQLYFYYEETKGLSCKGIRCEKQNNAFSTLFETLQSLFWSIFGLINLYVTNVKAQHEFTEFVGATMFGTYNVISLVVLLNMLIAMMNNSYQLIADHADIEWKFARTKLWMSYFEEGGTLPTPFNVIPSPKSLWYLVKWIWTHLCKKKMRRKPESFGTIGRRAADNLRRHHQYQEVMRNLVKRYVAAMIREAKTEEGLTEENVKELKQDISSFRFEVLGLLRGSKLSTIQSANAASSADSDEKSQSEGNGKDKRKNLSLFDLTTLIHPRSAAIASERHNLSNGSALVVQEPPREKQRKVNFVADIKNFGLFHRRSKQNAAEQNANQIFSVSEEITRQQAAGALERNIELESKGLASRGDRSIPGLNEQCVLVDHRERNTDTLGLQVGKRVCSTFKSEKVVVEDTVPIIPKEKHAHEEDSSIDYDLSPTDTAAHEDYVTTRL
TRPC4 agonist: activators of mouse TRPC4 channel, primary screen, Fluo4 calcium, HEK293 TRPC4beta/mu-opioid cells. Fluo4 calcium fluorescence; active compounds read high. Short transient receptor potential channel 4 (Mus musculus), Q9QUQ5. B-score at 10 µM. hit rate 0.49% among 310,000;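 active means B-score above 5 SD of library B-scores, and initial fluorescence ratio not above library mean plus 5 SD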;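 further: positive B-score marks a calcium rise read as TRPC4 activation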
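System: HEK293 cells stably co-expressing mouse TRPC4beta and mu-opioid receptor; Schedule: Fluo4 dye loading 45 min at room temperature, 110 s recording; Detection: Fluo4 fluorescence, kinetic; Evaluation: B-scored integrated calcium fluorescence ratio; Controls: buffer (low) and maximal DAMGO (high).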
TRPC4 inh: inhibitors of mouse TRPC4 channel, primary screen, Fluo4 calcium, HEK293 TRPC4beta/mu-opioid cells | DAMGO-evoked Fluo4 calcium flux; active compounds read low | B-score at 10 µM | hit rate 0.39% among 300,000 | AID 2247, 2010;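 active means B-score over 3 SD under the library average, no early fluorescence shift, positive overall ratio signal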
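Assay system: HEK293 cells with stable TRPC4beta plus mu-opioid receptor expression. Dosing: single dose. Measured by: Fluo4 Ca2+ flux fluorescence. Also added: DAMGO in two steps, submaximal then maximal. Read-out: B score from integrated Fluo4 fluorescence ratio.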
TRPC6 inh: mouse TRPC6 channel inhibitors, primary screen, cell-based, HEK293, membrane potential dye; hit rate 1.1% among 310,000; ACh-evoked depolarization; active compounds read low; AID 2553, 2010; Short transient receptor potential channel 6 (Mus musculus), Q61143; B-score at 10 µM;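 active means B-score under library mean minus 3 SD, initial fluorescence not abnormally high, positive integrated signal ratio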;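 further: B-score derived from integrated fluorescence ratio over the kinetic read; more negative B-score means stronger inhibition of depolarization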
TRPC6 activator: mouse TRPC6 channel activators, primary screen, cell-based, HEK293, membrane potential dye; HEK293-TRPC6 membrane potential dye fluorescence; active compounds read high; B-score at 10 µM; hit rate 0.13% among 310,000; AID 2550, 2010;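 active means B-score of the integrated fluorescence ratio above library mean plus 3 SD, and starting fluorescence ratio within library mean plus 5 SD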;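 further: higher score means more depolarization so channel activation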
MrgX1 allo act: positive allosteric modulators of MrgX1, primary screen, HEK293 cells, Fluo-4 calcium flux; Mas-related G-protein coupled receptor member X1 (Homo sapiens), Q96LB2; FDSS; active compounds read high; B-score at 10 µM; hit rate 0.63% among 310,000; AID 588675, 2011;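 active means plate-corrected calcium response at least 3 library SD above typical, normal starting fluorescence, not activating the receptor alone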;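 further: compound read alongside a low EC10 to EC30 dose of BAM8-22 agonist; peak minus trough fluorescence over baseline measured at the second addition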
TMEM16A inh: TMEM16A chloride channel inhibitors, primary screen, cell-based, HTS; Anoctamin-1 (Mus musculus), Q8BHY3; HEK293 TMEM16A/YFP iodide influx fluorescence, ionomycin; hit rate 1.2% among 310,000; normalized B-score (activity score, 25-100; higher = stronger inhibition) at 10 µM;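 active means ratio plate-corrected score three or more library SD toward inhibition, starting fluorescence score within five deviations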;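 further: score derived from kinetic fluorescence span divided by baseline fluorescence per well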
ANO1 activ: TMEM16A chloride channel activators or potentiators, primary screen, cell-based, HTS; Anoctamin-1 (Mus musculus), Q8BHY3; HEK293 TMEM16A/YFP-H148Q/I152L, iodide quench fluorescence; active compounds read low; B-score at 10 µM; hit rate 0.3% among 340,000;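 active means fluorescence-ratio B-score plate-corrected deviation score at least 3 library SD below zero, with starting fluorescence score within 5 deviations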;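 further: channel opened by trigger with iodide after compound preincubation; score built on the fluorescence ratio of max minus min over baseline; more negative score means more quench and so TMEM16A activation or potentiation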
MrgX1 antag: antagonists of human MrgX1 receptor, primary screen, HEK293 cells, Fluo-4 calcium flux | BAM8-22 antagonism; active compounds read low | B-score at 10 µM | hit rate 1.3% among 310,000;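 active means calcium-response B-score plate-corrected more than 3 library SD below zero, starting fluorescence within 5 deviations, no agonist response on first addition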;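 further: peak minus trough fluorescence over baseline after final BAM8-22 challenge near maximal dose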
MrgX1 agonist: agonists of human MrgX1 receptor, primary screen, HEK293 cells, Fluo-4 calcium flux | Mas-related G-protein coupled receptor member X1 (Homo sapiens), Q96LB2 | AID 588627, 2011 | hit rate 0.44% among 310,000 | B-score at 10 µM | Fluo-4 calcium fluorescence, agonist mode; active compounds read high;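 active means calcium response B-score plate-corrected fluorescence ratio at least 3 library SD, with starting fluorescence B-score inside 5 SD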
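times = overnight plating, then 30 min 37 °C plus 30 min room-temperature dye loading | assay system = stable human MrgX1 HEK293 cell line | input = fifteen thousand cells per well | signal = kinetic calcium dye fluorescence, Fluo-4 NW | dosing = compound delivered in addition one of three | read-out = B-scored fluorescence response ratio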
* = called active by the depositor; i = inactive; · = not tested or not shown.

Molecule,TRPC6 inh,TRPC4 potent,TRPC4 inh,TRPC4 agonist,MrgX1 agonist,ANO1 activ,MrgX1 antag,SKKanGAS inh,MrgX1 allo act,TRPC6 activator,TMEM16A inh
COc1ccccc1CNC(=O)N1CCN(S(=O)(=O)c2ccccc2)CC1,i,i,i,i,i,i,i,3.0,i,i,i
Cc1nn(Cc2ccccc2Cl)c(C)c1NC(=O)c1nc2ncccn2n1,i,i,i,i,i,i,i,2.6,i,i,i
O=C(CN1CCN(c2ccc(O)cc2)CC1)Nc1cc([N+](=O)[O-])ccc1Cl,i,i,i,i,i,i,i,2.2,i,i,i
O=c1c2ccccc2oc2nc3n(c(=O)c12)CCCS3,i,i,i,i,i,i,i,2.2,i,i,i
Cc1occc1-c1nnc(SCC(=O)Nc2ccc(F)cc2)n1C,i,i,i,i,i,i,i,-0.6,i,i,i
COC(=O)C(Cc1cnc(Cl)s1)(C(=O)OC)c1ccc([N+](=O)[O-])cc1,i,i,i,i,i,i,i,-1.4,i,i,i
CCOc1ccccc1CN1CCN(Cc2csc(C(C)=O)c2)CC1CCO (configuration not stated),i,i,i,i,i,i,i,-18.6,i,i,i
CNC(=O)CSc1nnnn1-c1ccc2c(c1)OCCO2,i,i,i,i,i,i,i,-3.3,i,i,i
CCC(C(=O)NCCCN(CC)Cc1ccccc1)n1nc(C)c2sc3ccccc3c2c1=O (configuration not stated),i,i,i,i,i,i,i,0.2,i,i,i
COc1ccc(OC)c(S(=O)(=O)N2CCC(C(=O)N3CCOCC3)CC2)c1,i,i,i,i,i,i,i,-7.2,i,i,i
Cc1ccc2cc(C#N)c(SCC(=O)N3CCCc4ccccc43)nc2c1,i,i,i,i,i,i,i,-4.9,i,i,i
O=C(CN1C(=O)C2CCCCC2C1=O)Nc1nc2ccc(F)cc2s1 (configuration not stated),i,i,i,i,i,i,i,-8.2,i,i,i
CCN(CC(=O)Nc1cc(Cl)ccc1C)C(=O)Cc1sc(C)nc1-c1ccc(F)cc1,i,i,i,i,i,i,i,-0.7,i,i,i
O=C(c1cn(-c2ccccc2)nc1-c1ccccc1)N1CCN(c2ccccn2)CC1,i,i,·,i,i,i,i,0.5,i,i,i
Cc1ccnc(NS(=O)(=O)c2ccc(NC(=O)C(C)(C)C)cc2)n1,i,i,i,i,i,i,i,-4.2,i,i,i
Cc1ccc(SCC(=O)NCC2CCCO2)cc1 (configuration not stated),i,i,i,i,i,i,i,1.4,i,i,i
O=[N+]([O-])c1ccc(Cl)c(S(=O)(=O)n2ccnc2)c1,i,i,i,i,i,i,i,4.1,i,i,i
COCCN(CCOC)S(=O)(=O)c1ccc(C(=O)Nc2ccncc2)cc1,i,i,i,i,i,i,i,-3.7,i,i,i
CC(C)(C)c1[nH]nc2c1C(c1ccoc1)C(C#N)=C(N)O2 (configuration not stated),i,i,i,i,i,i,i,-10.8,i,i,i
O=C(Nc1nc2ccc(S(=O)(=O)N3CCCCC3)cc2s1)c1ccncc1,i,i,i,i,i,i,i,11.8,i,i,i
N#CC1=C2SCN(Cc3ccccc3)CN2C(=O)CC1c1ccc2c(c1)OCO2 (configuration not stated),i,i,i,i,i,i,i,-0.1,i,i,i
O=C1c2ccc3c4c(ccc(c24)C(=O)N1c1cccc(O)c1)CC3,i,i,i,i,i,i,i,11.5,i,i,i
COc1ccc(N2CCN(S(=O)(=O)CCNC(=O)c3ccco3)CC2)cc1,i,i,i,i,i,i,i,14.1,i,i,i
O=C(Nc1ccccc1)c1ccc(=O)n(Cc2cccc(Cl)c2)c1,i,i,i,i,i,i,i,9.1,i,i,i
COc1ccccc1C1=Nn2c(COc3ccccc3)nnc2SC1,i,i,i,i,i,·,i,-10.5,i,i,i
Cn1c(C(=O)NCCCN2CCCC2=O)cc2c(=O)n(C)c3ccccc3c21,i,i,i,i,i,i,i,-9.8,i,i,i
CCc1ccccc1NCC(=O)Nc1ccc(Cl)c(C(F)(F)F)c1,i,i,i,i,i,i,i,-0.8,i,i,i
Cc1ccccc1CS(=O)(=O)Cc1ccc(C(=O)NCC2CCCO2)o1 (configuration not stated),i,i,i,i,i,i,i,-1.0,i,i,i
NC(=O)NC(=O)COC(=O)c1cccc(S(=O)(=O)N2CCCCCC2)c1,i,i,i,i,i,i,i,2.7,i,i,i
O=C(c1cccnc1)N1CCN(Cc2cccc(F)c2)CC1,i,i,i,i,i,i,i,-2.1,i,i,i
O=[N+]([O-])c1ccccc1-c1cc(-c2cc(Cl)ccc2O)n[nH]1,i,i,i,i,i,i,i,13.4,i,i,i
Cc1cc(NC(=O)CSc2nnc(-c3cccnc3)n2N)no1,i,i,i,i,i,i,i,-3.7,i,i,i
O=C(NCCN1CCOCC1)c1ccc(CS(=O)(=O)c2ccc(Br)cc2)o1,i,i,i,i,i,i,i,0.9,i,i,i
COc1ccccc1CC(=O)Nc1ccc(NC(=O)c2cccs2)cc1,i,i,i,i,i,i,i,1.9,i,i,i
Cc1cc(NC(=O)CSC2=Nc3ccccc3C3=NC(Cc4ccccc4)C(=O)N23)n[nH]1 (configuration not stated),i,i,i,i,i,i,i,-5.1,i,i,i
CCOC(=O)C(C)N1C(=O)S/C(=C\c2ccc(-c3ccccc3C(=O)O)o2)C1=O (configuration not stated),i,i,i,i,i,i,i,1.7,i,i,i
CCOc1cccc(/C=N/N2C(=O)CSC2=S)c1O,i,i,i,i,i,i,i,6.5,i,i,i
Cc1cccnc1NC(=S)NC(=O)c1cccs1,i,i,i,i,i,i,i,3.7,i,i,25*
Cc1ccc(NC(=O)c2ccc(Cl)cc2Cl)cc1O,i,i,i,i,i,i,i,-0.9,i,i,i
O=C(Nc1ccc(S(=O)(=O)NCCc2ccccc2)cc1)c1ccc(Br)o1,i,i,i,i,i,i,i,0.4,i,i,i
O=C(c1cccs1)N1N=C(c2ccc(O)cc2)CC1c1ccccc1 (configuration not stated),i,i,i,i,i,i,i,11.0,i,i,i
O=C(C1CC12CCCC2)N1CCC(CO)(Cc2ccccc2Cl)CC1 (configuration not stated),i,i,i,i,i,i,i,7.2,i,i,i
CCOc1ccccc1NC(=O)Cn1nnc(-c2ccc(OCC)c(OCC)c2)n1,i,i,i,i,i,i,i,-8.1,i,i,i
COc1ccc(NC(=O)C(C)N(c2ccc(C)cc2)S(C)(=O)=O)c(OC)c1 (configuration not stated),i,i,i,i,i,i,i,-5.5,i,i,i
Cc1ccn2c(C(=O)N/N=C\c3ccc4c(c3)OCO4)c(C)nc2c1,i,i,i,i,i,i,i,-7.5,i,i,i
CCSc1nc2ccccc2c(=O)n1-c1c(C)n(C)n(-c2ccccc2)c1=O,i,i,i,i,i,i,i,-18.3,i,i,i
CC(C)Nc1nnc(SCC(=O)Nc2ccc(F)cc2)s1,i,i,i,i,i,i,i,-3.0,i,i,i
O=C(CSc1nnc(Cn2c(=O)sc3ccccc32)n1-c1ccccc1)Nc1nccs1,i,i,i,i,i,i,i,-4.5,i,i,i
CC(=O)Nc1ccc(NC(=O)Nc2cc(C)cc(C)c2)cc1,i,i,i,i,i,i,i,15.2,i,i,i
CCOC(=O)C1CCN(C(=O)c2ccc(NS(=O)(=O)c3ccc(F)cc3C)cc2)CC1,i,i,i,i,i,i,i,-5.7,i,i,i
CCOC(=O)N1CCN(C(=O)c2ccccc2N(Cc2ccccc2)S(=O)(=O)c2ccccc2)CC1,i,i,i,i,i,i,i,2.0,i,i,i
COc1cc(NC(=O)c2ccc(NS(=O)(=O)c3c(C)noc3C)cc2)cc(OC)c1,i,i,i,i,i,i,i,29.2,i,i,i
COCCNC(=O)c1ccc(C2SCC(=O)N2CCc2ccccc2)cc1 (configuration not stated),i,i,i,i,i,i,i,1.4,i,i,i
COc1cc(/C=N/NC(=O)c2cccc(NC(=O)c3ccccc3Cl)c2)ccc1O,i,i,i,i,i,i,i,3.9,i,i,i
CN(CCCNC(=O)CSc1cc(=O)n(C)c2ccc(Cl)cc12)Cc1ccccc1,i,i,i,i,i,i,i,0.0,i,i,i
Cc1ccc(OC(=O)NC2CCS(=O)(=O)C2)cc1C (configuration not stated),i,i,i,i,i,i,i,-0.7,i,i,i
NS(=O)(=O)c1ccc(NC(=O)COC(=O)CSc2n[nH]c(-c3ccccc3)n2)cc1,i,i,i,i,i,i,i,0.2,i,i,i
CC(C)CN(C(=O)C1CCCCC1)C1CCS(=O)(=O)C1 (configuration not stated),i,i,i,i,i,i,i,0.1,i,i,i
Cc1ccccc1-n1ncc(C(C)NS(=O)(=O)c2ccccc2Cl)c1C (configuration not stated),i,i,i,i,i,i,i,-0.6,i,i,i
CC(=O)c1sc(C(C)(C)C)cc1NC(=O)CCC(=O)O,i,i,i,i,i,i,i,-4.4,i,i,i
CC(CNC(=O)c1ccccc1Cl)NC(=O)c1ccccc1Cl (configuration not stated),i,i,i,i,i,i,i,-8.5,i,i,i
